GPR151 activ = activators of human GPR151, primary screen, cell-based, PathHunter beta-arrestin, luminescence; actives 1% (n = 650,000); PathHunter beta-arrestin GPR151 cells; activation, % at 11.2 µM; G-protein coupled receptor 151 (Homo sapiens), Q8TDV0; in the data active = activation above about 4.9%;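 note: 0% = median of compound wells and 100% = cells with positive control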
FBW7 act = FBW7 E3 ligase activators, primary screen, biochemical, AlphaScreen, human; F-box/WD repeat-containing protein 7 (Homo sapiens), Q969H0; AlphaScreen FBW7–phospho-cyclin E peptide binding, activator screen; normalized activity (activation), % at 26.1 µM; actives 0.13% (n = 650,000); in the data active = normalized activity above about 1.9%;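 note: purified mutant Fbw7 with reduced substrate affinity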
Target sequence (Q969H0 whole entry, looked up): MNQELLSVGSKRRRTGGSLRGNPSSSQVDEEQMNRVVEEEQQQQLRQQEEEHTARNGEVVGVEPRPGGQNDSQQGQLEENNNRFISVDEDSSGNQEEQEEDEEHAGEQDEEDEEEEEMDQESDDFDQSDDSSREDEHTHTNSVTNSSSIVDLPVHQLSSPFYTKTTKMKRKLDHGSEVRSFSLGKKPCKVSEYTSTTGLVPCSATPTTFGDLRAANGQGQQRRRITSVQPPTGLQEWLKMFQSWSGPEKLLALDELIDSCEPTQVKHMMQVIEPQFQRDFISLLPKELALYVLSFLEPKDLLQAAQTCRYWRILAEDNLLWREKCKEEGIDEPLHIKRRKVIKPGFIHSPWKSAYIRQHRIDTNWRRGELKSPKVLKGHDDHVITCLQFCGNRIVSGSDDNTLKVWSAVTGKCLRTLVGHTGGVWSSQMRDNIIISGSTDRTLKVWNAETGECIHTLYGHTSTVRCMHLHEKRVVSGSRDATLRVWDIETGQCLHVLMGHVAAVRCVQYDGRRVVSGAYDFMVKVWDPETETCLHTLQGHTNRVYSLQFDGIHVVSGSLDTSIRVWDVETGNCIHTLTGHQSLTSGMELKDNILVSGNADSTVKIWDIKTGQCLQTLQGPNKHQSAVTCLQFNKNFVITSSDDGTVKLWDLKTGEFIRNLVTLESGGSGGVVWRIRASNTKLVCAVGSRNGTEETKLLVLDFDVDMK
MITF primary = MITF inhibitors, primary screen, biochemical, AlphaScreen, human; Microphthalmia-associated transcription factor (Homo sapiens), O75030; AlphaScreen MITF homodimerization, bead proximity signal; inhibition, % at 2.6 µM; actives 0.91% (n = 650,000); in the data active = inhibition above about 50%;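 note: 0% = vehicle wells with protein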
TEAD-YAP block = TEAD-YAP interaction inhibition, primary screen, TEAD-YAP interaction inhibitor project, luminescence, HEK-TIYL cells | inhibition, % at 9.12 µM | AID 1259422, 2018 | actives 1.4% (n = 640,000) | TEAD-Gal4/YAP UAS-luciferase luminescence; in the data active = inhibition above about 32%;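 note: 0% = median of test compound wells and 100% = reference inhibitor wells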
* = called active by the depositor; & = joins results of further samples.

mol	GPR151 activ	FBW7 act	MITF primary	TEAD-YAP block
CCn1c(C)cc2c(c1=O)C(c1cc(Cl)c(OC)c(OC)c1)C(C(=O)OC)=C(N)O2 (stereo not given)	-0.2	-0.1	8	2
O=C(c1ccccc1Cl)N1CCCc2ccccc21	0.1	0.0	-2	18
CCCCNC(=O)c1ccc2c(=O)n(CCCN3CCCC3=O)c(=S)[nH]c2c1	-0.3	0.6	3	0
COc1ccc(Cl)cc1C(=O)NCc1cnn(C)c1C	-0.5	0.0	-2	-10
Cc1cc(=O)nc2c3ccccc3n(C(C)C(=O)NC3CCCCC3C)n12 (stereo not given)	-0.8	0.1	-6	-12
Cc1ccc(NC(=O)C2C3CC4OC(=O)C2C4C3)c(C)c1 (stereo not given)	0.6	-0.1	-4	2
CN(C)CCC(c1ccc(Br)cc1)c1ccccn1 (stereo not given)	0.7&-0.5&3.2&-2.1	0.2&-0.1&0.2&0.0	15&-2&-5&-5	-7&-5&1
CCc1ccc(C2=CC(c3cc(OC)ccc3OC)n3ncnc3N2)cc1 (stereo not given)	-0.3	0.0	4	51*
COc1ccccc1/C=C/CN1CCC2(CCC(CNC(=O)C3CCOCC3)O2)CC1 (stereo not given)	-0.6	1.1	21	3
CCCCCNC(=O)c1ccc[nH]c1=S	-2.1	0.0	-13	-27
COCCNC(=O)c1ccc2c(c1)C1C3CCC(C3)C1C(c1ccccc1)N2 (stereo not given)	0.2	-0.1	5	-1
O=[N+]([O-])c1ccc(CSc2cccc3cccnc23)cc1	-1.0	-0.7	19	11
CC(NC(=O)CNC(=S)N(Cc1ccc(F)cc1)C1CCCCC1)c1ccccc1 (stereo not given)	-0.3	-0.1	2	17
COC(=O)c1oc2c(c1C)C(=O)CC(C)(C)C2	-0.5	-0.1	3	10
O=C(CN(Cc1ccco1)C(=O)/C=C/c1ccco1)Nc1ccccc1Br	-0.8	0.3	7	-9

Another view of 2 compounds above:
> COc1ccccc1/C=C/CN1CCC2(CCC(CNC(=O)C3CCOCC3)O2)CC1 (stereo not given)
- GPR151 activ = -0.6
- FBW7 act = 1.1
- MITF primary = 21
- TEAD-YAP block = 3

> CCCCCNC(=O)c1ccc[nH]c1=S
- GPR151 activ = -2.1
- FBW7 act = 0.0
- MITF primary = -13
- TEAD-YAP block = -27

Continuation:
mol	GPR151 activ	FBW7 act	MITF primary	TEAD-YAP block
Cc1c(=O)n(OCc2ccc(C(C)(C)C)cc2)c2ccccc2[n+]1[O-]	-1.0	0.6	18	-4
CCCN1CCN(C(=O)c2sc3ncnc(NCc4ccco4)c3c2C)CC1	-1.0	0.0	15	-4
Cc1ccc(C(=O)OCC(=O)Nc2cc([N+](=O)[O-])ccc2F)c(O)c1	0.9	0.5	9	4
CN1CCN(c2nc3c(c(=O)n(C)c(=O)n3C)n2Cc2cccc(Br)c2)CC1	-1.0	-0.1	2	0
Cc1ccc(OCCn2c(=O)c3cc4c(=O)n(CCOc5ccc(C)c(C)c5)c(=O)c4cc3c2=O)cc1C	-0.2	0.5	-1	12
CCNC(=O)NC1(C(=O)N2CCC(Cc3ccccc3)CC2)CCCCC1	1.3	0.0	-4	-4
CCOC(=O)c1c(/N=C/c2c(CO)cnc(C)c2O)sc2c1CCCC2	0.1	-0.1	-2	-5
CC(C)(C)NC(=S)NCc1ccc2c(c1)OCO2	2.2	0.1	10	5
COC(=O)C1=C(C)NC2=C(C(=O)c3ccccc32)C1c1ccc(OCC(=O)O)cc1 (stereo not given)	0.5&0.1	-0.1&-0.2	3&15	-19&3
CC1=C(C(=O)Nc2cccc(C(F)(F)F)c2)C(c2cccnc2)C2=C(CCCC2=O)N1 (stereo not given)	2.1	0.4	3	-8
CCOc1ccccc1NC(=O)c1cccc(Cl)c1	0.9	0.1	9	1
N#Cc1ccc(CSc2nc3ccccc3c(=O)n2-c2ccccc2)cc1	4.9	-0.1	4	-14
O=C(c1nc2ccccn2c1CNCc1cc(-c2ccccc2)n[nH]1)N1CCCC1	3.3	0.1	4	0
COc1cc(OC)c(C(=O)OCC(=O)Nc2ccccc2C#N)cc1OC	-0.9	0.3	18	0
COc1ccc(S(=O)(=O)N2CCSC2c2ccccc2)cc1 (stereo not given)	-0.9	1.0	3	9

In the list so far, 2 contain a cyano group.
mol	GPR151 activ	FBW7 act	MITF primary	TEAD-YAP block
N#Cc1ccc(CSc2nc3ccccc3c(=O)n2-c2ccccc2)cc1	4.9	-0.1	4	-14
COc1cc(OC)c(C(=O)OCC(=O)Nc2ccccc2C#N)cc1OC	-0.9	0.3	18	0

(cont.)
mol	GPR151 activ	FBW7 act	MITF primary	TEAD-YAP block
Clc1nc(NCCN2CCOCC2)nc(Nc2ccc(I)cc2)n1	-0.5	0.1	12	7
COc1ccc(-n2nc(C(=O)N3CCCc4ccccc43)c3ccccc3c2=O)c(OC)c1	0.0	-0.1	-4	1
CCCCNC(=O)C(=O)NCc1ccccc1C	1.4	0.2	15	-9
COCCNC(=O)Cc1c[nH]c2c(F)c(F)c(F)c(F)c12	-2.0	-0.2	4	-4
C/C(N)=C(/C#N)C(=O)COC(=O)CSc1nnc(-c2ccccc2)n1-c1ccccc1	-1.5	-0.1	-8	-16
COC(=O)c1cc(C(=O)OCC(=O)c2c[nH]c3ccccc23)cc([N+](=O)[O-])c1	-0.2	0.0	-10	1
Cc1nc2c(-c3ccccc3)c(C)nn2c(C)c1CCC(=O)Nc1ccccc1C(N)=O	-0.6	-0.1	-8	6
CCCC(C)NC(=O)c1ccccc1NS(C)(=O)=O (stereo not given)	0.2	0.1	-15	-2
Cc1nnc(SCc2nnc(-c3ccccc3)o2)n1Cc1ccccc1	-0.3	1.3	1	-11
COC(=O)c1sc2ccccc2c1C(=O)OC	2.6	-0.2	2	-4
Nc1cc(=O)[nH]c(SCc2c(F)cccc2Cl)n1	-0.2	0.7	15	0
CC(NC(=O)COc1ccccc1)C(c1ccccc1)N1CCN(C)CC1 (stereo not given)	-0.9	-0.1	-5	1
Cc1cc(N2CCOCC2)nc(N2CC(C)CC(C)C2)n1 (stereo not given)	-0.4	0.5	6	2
Cc1ccc(S(=O)(=O)c2nnn3c2nc(N2CCCC2)c2ccccc23)cc1	-0.9	0.1	-6	7
Cc1cnc(NCCCN2CCCC2=O)nc1NCc1ccccc1	3.1	0.0	8	-3
CN(C)c1ccc(/C=C(\NC(=O)c2ccccc2F)C(=O)Nc2ccc(I)cc2)cc1	-1.2	0.2	17	-2
Cc1ccc(NC(=O)CN2C(=O)NC(C)(C)C2=O)cc1S(=O)(=O)N1CCCCCC1	-0.1	0.4	8	15
O=C(N/N=C/c1cc(Br)c(Br)o1)c1cccc(F)c1	-1.6	-0.1	-1	-7
CC(C)CCNc1ccc(C(=O)O)cc1[N+](=O)[O-]	-0.2	0.0	3	21
CC(NC(=O)c1cnn(-c2ccccc2)c1NC(=O)c1ccccc1F)c1ccccc1 (stereo not given)	1.2	0.0	-9	3
CCOC(=O)c1c(C)n(C2CCCCC2)c2ccc(OCC(N)=O)cc12	-0.8	-0.1	6	-8
Cc1c(CNC2CCCCCC2)c(C(=O)O)c(C)n1Cc1ccc(F)cc1	1.4	-0.2	8	1
COc1ccccc1NC(=S)NC(NC=O)C(Cl)(Cl)Cl (stereo not given)	1.7	0.3	-3	-2
CCCc1nc2nc(C)c(NS(=O)(=O)c3ccc(C)c(C)c3)c(=O)n2[nH]1	-0.3	0.7	16	3
Cc1ccc(C(=O)Nc2ccc(Br)cc2C(=O)O)cc1C	2.1	-0.2	-2	-1
CC(C)(C)c1ccc(C(=O)N/N=C/c2ccc([N+](=O)[O-])o2)cc1	0.7	0.2	-17	1
COc1ccc(C2C3=C(Nc4ncnn42)c2ccccc2OC3c2cccs2)cc1 (stereo not given)	-1.0	-0.1	-9	-5
C=CCNc1nnc(Cl)c2ccccc12	-0.6	-0.1	7	-5
COc1cccc(CSC2=C(C#N)C3(CCCCC3)C(C#N)=C(N)N2)c1	-0.2	0.1	4	0
CCCc1cc(=O)[nH]c(SCC(=O)Nc2ccccc2)n1	-0.6	0.1	-33	-7
O=C(c1oc(=O)c2ccccc2c1-c1ccccc1)N1CCN(c2cccc(Cl)c2)CC1	0.2	0.1	13	-3
O=C(CNCCN1CCOCC1)Nc1ccc(N2CCCC2)cc1	1.9	-0.1	73*	6
O=C(/C=C/c1cccc([N+](=O)[O-])c1)Nc1ccc(Br)cc1	-0.6	0.1	-11	9
CCOC(=O)c1c(C)[nH]c(C)c1C(=O)COC(=O)CCOc1ccccc1OC	-1.5	-0.2	4	-8
O=C(NC1CCN(Cc2ccccc2)CC1)c1ccnc(-c2ccccc2)c1	-3.0	0.0	18	4
Cn1c(NC(=O)CCc2ccccc2)cc(=O)n(C)c1=O	-0.3	-0.1	-3	-41
CCN(Cc1nc2ccccc2c(=O)[nH]1)Cc1nc2sc3c(c2c(=O)[nH]1)CCC3	2.2	-0.3	3	-2
CCN(CC)CCOc1cc(-c2cn[nH]c2C)ccc1NC(=O)C1COc2ccc(OC)cc2C1 (stereo not given)	0.2	-0.3	0	9
COc1ccc(S(=O)(=O)NC(N)=NCCc2c[nH]c3ccccc23)cc1F	-0.6	-0.1	8	-4
COCCN(Cc1cc2cc(C)ccc2n2nnnc12)C(=S)Nc1ccccc1	-0.4	0.1	6	-3
O=C(c1ccc(Cl)cc1)N(C(=O)c1ccc(Cl)cc1)n1cnnc1	0.7	0.4	-16	2
FC(F)(F)c1cccc(CNc2nc(Cl)nc3nc[nH]c23)c1	2.5	-0.1	-1	5
Cc1ccc(C2CC(c3cccs3)=NN2C(=O)CSc2nnc(CNC(=O)c3cccs3)n2-c2cccc(C(F)(F)F)c2)cc1 (stereo not given)	0.4	0.3	9	-6
COc1ccc(S(=O)(=O)NC2CC(C)CC(C)(C)C2)cc1OC (stereo not given)	1.2	0.0	0	2
O/N=C/c1c(SCc2cccc(Cl)c2)nc2sccn12	-3.4	0.0	1	-15

Rewritten as labelled records: entries from further up.
COCCN(Cc1cc2cc(C)ccc2n2nnnc12)C(=S)Nc1ccccc1
- GPR151 activ: -0.4
- FBW7 act: 0.1
- MITF primary: 6
- TEAD-YAP block: -3

O=C(c1ccc(Cl)cc1)N(C(=O)c1ccc(Cl)cc1)n1cnnc1
- GPR151 activ: 0.7
- FBW7 act: 0.4
- MITF primary: -16
- TEAD-YAP block: 2

The listing continues:
mol	GPR151 activ	FBW7 act	MITF primary	TEAD-YAP block
O=C(Cn1nnc2sc3c(c2c1=O)CCCC3)N1CCc2ccccc21	-0.8	0.1	-4	-3
CC(=O)c1cc(CN2CCCC(C(=O)Nc3cccc(-n4cnnn4)c3)C2)cs1 (stereo not given)	4.2	0.0	9	3
CCN(CC)c1ccc(NC(=O)c2ccccc2O)cc1	-1.0	-0.1	2	-31
CN(C)c1ccc(/C=N/NC(=O)C2SCCCS2)cc1	-0.2	0.0	-2	-49
COC(=O)c1c(NC(=O)C2CC=CCC2C(=O)O)sc(C(N)=O)c1C (stereo not given)	0.0	0.0	10	-8
O=C(Nc1ccc2c3c(cccc13)CC2)c1cccc2ccccc12	-0.3	0.1	16	7
COc1cccc(-c2cc(C(F)(F)F)nc(-n3cc(C)c(=O)[nH]c3=O)n2)c1	0.3	0.1	10	0
O=C(C1CCN(S(=O)(=O)c2ccc(Cl)cc2)CC1)N1CCCCCC1	1.9	-0.1	-3	-14
COc1ccc(NC(=O)c2c(NCc3ccc(OC)c(OC)c3OC)sc3c2CCCC3)cc1	1.2	-0.2	5	-15
Cc1cc(=O)n2[nH]c(C)c(-c3cccc4ccccc34)c2n1	-1.1	0.9	12	8
CCn1c(SCC(=O)Nc2ccc(F)cc2)nc2c(c1=O)SCC2	1.4	-0.1	-10	-7
CC1(C)CC(=O)C2=C(C1)N(c1ncn[nH]1)C(N)=C(C#N)C2c1ccc(Cl)cc1 (stereo not given)	0.5	0.0	10	10
COc1ccc(-c2ncc(C(=O)NCCO)s2)cn1	-0.5	0.1	1	-6
CC(=O)c1ccc(NC(=S)NC(=O)c2cccs2)cc1	-0.4	0.1	7	-40
O=C(Cc1ccccc1)N/N=C/c1ccc([N+](=O)[O-])cc1	-0.3	0.0	4	7
COc1ccc(/C=C2\N=C(c3ccc(C)cc3)OC2=O)c(OC)c1	-0.2	0.0	-2	-4

One compound at a time, as listed above:
COc1ccc(S(=O)(=O)NC2CC(C)CC(C)(C)C2)cc1OC (stereo not given) is listed as GPR151 activ: 1.2; FBW7 act: 0.0; MITF primary: 0; TEAD-YAP block: 2
COC(=O)c1c(NC(=O)C2CC=CCC2C(=O)O)sc(C(N)=O)c1C (stereo not given) is listed as GPR151 activ: 0.0; FBW7 act: 0.0; MITF primary: 10; TEAD-YAP block: -8
CC(C)(C)c1ccc(C(=O)N/N=C/c2ccc([N+](=O)[O-])o2)cc1 is listed as GPR151 activ: 0.7; FBW7 act: 0.2; MITF primary: -17; TEAD-YAP block: 1
